Bioassay records: PubChem BioAssay, several laboratories
HDAC3 inh – HDAC3 deacetylase inhibitors, primary screen, biochemical, fluorescence, cell-free homogeneous. recombinant HDAC3, fluorogenic peptide/trypsin coupled. inhibition, % at 8.3 µM. 0.15% of 320,000 active. AID 2718, 2010; in the data active = inhibition above about 26%, passing the limit was not always enough; inconclusive = no clear call, values can overlap the other calls
Target sequence (O15379 whole entry, looked up): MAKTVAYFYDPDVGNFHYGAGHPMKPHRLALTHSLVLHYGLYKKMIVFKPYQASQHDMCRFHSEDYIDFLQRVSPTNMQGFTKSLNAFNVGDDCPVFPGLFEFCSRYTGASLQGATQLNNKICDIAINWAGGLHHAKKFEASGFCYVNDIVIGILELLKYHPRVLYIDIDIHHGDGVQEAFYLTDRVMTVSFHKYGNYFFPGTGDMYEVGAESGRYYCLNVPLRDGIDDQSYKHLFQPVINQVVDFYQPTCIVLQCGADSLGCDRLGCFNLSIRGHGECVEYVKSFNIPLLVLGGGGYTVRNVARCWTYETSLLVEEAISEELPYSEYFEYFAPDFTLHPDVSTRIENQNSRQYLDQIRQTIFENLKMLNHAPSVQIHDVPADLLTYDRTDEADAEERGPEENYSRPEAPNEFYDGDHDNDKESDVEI
GSK3 alpha inh – blockers of GSK3A enzyme activity – biochemical, luminescence, cell-free homogeneous, HTS, primary screen | 0.1% of 320,000 active | Glycogen synthase kinase-3 alpha (Homo sapiens), P49840 | inhibition, % at 10 µM | AID 2650, 2010 | GSK-3 alpha kinase, ADP-Glo luminescence, 60 min;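 in the data active = inhibition above about 50%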;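 also: GST-tagged GSK-3 alpha with peptide substrate and 25 µM ATP; 0% = DMSO neutral wells and 100% = GW8510 positive control wells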
Target sequence (P49840 whole entry, looked up): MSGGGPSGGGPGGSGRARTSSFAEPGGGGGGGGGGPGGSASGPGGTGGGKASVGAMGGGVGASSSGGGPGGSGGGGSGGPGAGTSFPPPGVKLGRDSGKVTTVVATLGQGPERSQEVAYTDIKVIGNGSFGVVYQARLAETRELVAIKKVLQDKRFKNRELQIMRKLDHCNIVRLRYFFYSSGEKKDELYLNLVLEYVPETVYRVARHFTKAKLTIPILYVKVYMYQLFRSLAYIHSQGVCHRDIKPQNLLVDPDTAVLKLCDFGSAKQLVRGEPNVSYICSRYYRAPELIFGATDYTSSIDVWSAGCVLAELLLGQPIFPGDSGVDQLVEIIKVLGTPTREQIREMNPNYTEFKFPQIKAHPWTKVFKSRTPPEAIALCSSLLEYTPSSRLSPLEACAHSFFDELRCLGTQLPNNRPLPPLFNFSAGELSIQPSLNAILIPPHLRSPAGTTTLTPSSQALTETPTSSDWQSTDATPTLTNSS
KCNK3 inh – human KCNK3 channel inhibitors, primary screen, CHO cells, FluxOR thallium flux, B-score; B-score at 10 µM; 0.84% of 340,000 active; FluxOR fluorescence; stronger effect = lower value; Potassium channel subfamily K member 3 (Homo sapiens), O14649;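 active = B-score under library mean minus 4 SD, starting fluorescence ratio at most library mean plus 5 SD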;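 also: more negative B-score means stronger inhibition of thallium flux through KCNK3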
* marks the source's active call; other numbers are inactive results; i = inactive; u = inconclusive. A portion of the library; count on the stated rates, not on these rows.

# | SMILES | HDAC3 inh | GSK3 alpha inh | KCNK3 inh
1 | COCCN(C(=O)c1ccc(C)o1)c1c(N)n(CC(C)C)c(=O)[nH]c1=O | 13.1 | 0.5 | i
2 | CCC1(C)NC(=O)N(CC(=O)NCC(=O)Nc2c(C)cc(C)cc2C)C1=O (configuration not stated) | 0.8 | -0.7 | i
3 | CC(C)(C)NC(=O)CC1C[C@H](C(=O)N2CCCCC2)[C@@]2(C)c3[nH]c4ccccc4c3CCN2C1=O (some centres not stated) | 8.7 | -0.7 | i
4 | CC(NC(=O)c1ccc(S(=O)(=O)NCc2ccco2)cc1)c1ccc(F)cc1 (configuration not stated) | -2.3 | -1.6 | i
5 | O=C(COC(=O)c1ccc(N2CCCC2=O)cc1)Nc1ccccc1 | -7.8 | -1.0 | i
6 | COc1cccc(OC)c1C(=O)OCC(=O)N1CC(C)CC(C)C1 (configuration not stated) | 0.5 | -0.2 | i
7 | CC(OC(=O)c1ccc(CN2CCCC2=O)cc1)C(=O)Nc1ccc(Cl)cc1 (configuration not stated) | 1.6 | -0.8 | i
8 | Cc1noc(C)c1C(=O)Nc1ccccc1N1CCCC1 | -1.4 | 23.9 | i
9 | N#CCC(=O)Nc1ccc(C(=O)OCC(=O)Nc2ccc3ccccc3c2)cc1 | -2.3 | -6.6 | i
10 | O=C(COC(=O)c1cccc(S(=O)(=O)N2CCOCC2)c1)Nc1ccc(Cl)cn1 | -6.2 | 46.8 | i
11 | CCc1cc(C(=O)N2CCN(S(=O)(=O)c3ccc(Cl)cc3)CC2)sc1C | -1.2 | 13.0 | i
12 | CC(C)(C)c1ccc(S(=O)(=O)N2CCN(CC(=O)N3CC(=O)Nc4ccccc43)CC2)cc1 | -3.5 | 1.7 | i
13 | Cc1ccc(NC(=O)COC(=O)Cc2ccc(Br)cc2)cc1S(=O)(=O)N1CCOCC1 | 11.5 | -3.9 | i
14 | CC(CC(=O)N1CCN(S(=O)(=O)c2ccc([N+](=O)[O-])cc2)CC1)c1ccccc1 (configuration not stated) | 0.7 | 1.6 | i
15 | Cc1cc(C)cc(NC(=O)COC(=O)CCn2c(C)csc2=O)c1 | 0.3 | -0.3 | i
16 | O=C(CN1CCCCC1)NC(=O)NC1CCCCC1 | -12.1 | -3.5 | i
17 | CN(CC(=O)Nc1c(Cl)cccc1Cl)C(=O)Cn1[nH]c(=O)c2ccccc2c1=O | 1.7 | 0.3 | i
18 | COc1ccc(N2CCN(C(=O)c3cccc(S(=O)(=O)N4CCCc5ccccc54)c3)CC2)cc1 | -2.5 | -1.0 | i
19 | COC(=O)[C@]1(Cc2ccccc2)N[C@H](CN(C)S(=O)(=O)c2ccc(-c3ccccc3)cc2)[C@@H]2C(=O)N(Cc3ccccc3)C(=O)[C@@H]21 | -10.1 | 0.6 | i
20 | N#Cc1ccc(CN2CCN(c3ccc(S(=O)(=O)N4CCCC4)cn3)CC2)cc1 | -2.3 | 7.5 | i
21 | O=C(Cn1cnc2cc([N+](=O)[O-])ccc2c1=O)N1CCN(S(=O)(=O)c2ccccc2)CC1 | -7.9 | 0.5 | i
22 | CN(C(=O)CSc1nnnn1-c1ccc(O)cc1)C1CCCCC1 | -3.9 | -5.3 | i
23 | CCN(CC(=O)Nc1ccc(OC)cc1)C(=O)c1ccc(N2CCCC2=O)cc1 | -2.9 | -0.8 | i
24 | Cc1cc(C(=O)OCC(=O)NC2CCCCC2C)c2ccccc2n1 (configuration not stated) | u | -0.9 | i
25 | O=C(COC(=O)/C=C/c1ccc([N+](=O)[O-])cc1)NCc1cccs1 | -5.3 | -2.4 | i
26 | CCNC(=O)N(C)C[C@H]1N[C@@](CC)(C(=O)OC)[C@H]2C(=O)N(C)C(=O)[C@@H]12 | -2.2 | -1.7 | i
27 | COc1cc(C(C)=O)ccc1OCC(=O)NCCCn1nc(C)cc1C | 2.4 | -1.9 | i
28 | O=S(=O)(/N=C(/Nc1nccs1)c1ccc(F)cc1)c1ccccc1 | 2.3 | -0.7 | i
29 | C/C(=N\Nc1ccc(S(=O)(=O)N2CCCCC2)cn1)c1ccc(O)cc1 | 1.8 | 0.4 | i
30 | COc1cccc(NC(=O)CN(C)C(=O)CCSc2ccc(C)cc2)c1 | -1.3 | 8.0 | i
31 | O=c1[nH][nH]c(=O)c2cc([N+](=O)[O-])ccc12 | 5.8 | -1.9 | i
32 | CCCC1(CCC)NC(=O)N(CC(=O)N2CCc3ccccc32)C1=O | -3.9 | -1.4 | i
33 | O=C(COC(=O)COc1ccccc1)NC1CCCC1 | 5.4 | -1.6 | i
34 | O=C(CSc1cc(Cl)ccc1Cl)NCCN1C(=O)CSC1=O | -2.0 | -1.2 | i
35 | O=C(Cc1cccc2ccccc12)NCC(=O)N1CCN(Cc2cccc(C(F)(F)F)c2)CC1 | -2.1 | -1.5 | i
36 | COC(=O)C(Cc1c[nH]c2ccccc12)NC(=O)c1cccc(S(=O)(=O)N2CCCCC2)c1 (configuration not stated) | -2.4 | 5.7 | i
37 | CN(C)CC(C)(C)CNc1ccc(S(=O)(=O)N2CCCC2)cn1 | -1.4 | -2.8 | i
38 | CN(Cc1ccc(Br)s1)C(=O)CNC(=O)c1ccc2c(c1)OCO2 | 1.1 | -3.4 | i
39 | NS(=O)(=O)c1ccc(NC(=O)COC(=O)Cc2c[nH]c3ccccc23)cc1 | -8.5 | 2.3 | i
40 | O=C(CC1C[C@H](C(=O)N2CCOCC2)[C@@]2(CCC3CCCC3)c3[nH]c4ccccc4c3CCN2C1=O)NCC12CC3CC(CC(C3)C1)C2 (some centres not stated) | 2.9 | -1.2 | i
41 | O=C(CSc1nnc(-c2ccccc2F)n1C1CC1)NCc1ccco1 | 3.9 | 3.0 | i
42 | C[C@H](CO)N1C[C@H](C)[C@@H](CN(C)S(=O)(=O)c2cn(C)cn2)Oc2ccc(NC(=O)NC3CCCCC3)cc2C1=O | 2.3 | 0.2 | i
43 | CN1CCN(S(=O)(=O)c2ccc(Nc3cccc(Cl)c3)c([N+](=O)[O-])c2)CC1 | 16.1 | -3.4 | i
44 | CSCCC(NC(=O)c1ccc(C(C)(C)C)cc1)C(=O)OCC(=O)N1CCCC1=O (configuration not stated) | -3.7 | -1.8 | i
45 | Cn1c(SCC(=O)Nc2ccc(N3CCOCC3)cc2)nnc1C1CC1 | 1.4 | 7.9 | i
46 | CC(=O)c1cccc(S(=O)(=O)N2CCN(CCOc3ccccc3)CC2)c1 | 5.0 | -3.0 | i
47 | COc1ccc(S(=O)(=O)N2CCCCC2)cc1NC(=O)[C@@H]1CCCN1C(=O)c1cccs1 | 2.3 | -1.6 | i
48 | COc1ccc(C(=O)O)cc1S(=O)(=O)N1CCN(Cc2ccc3c(c2)OCO3)CC1 | 1.3 | -1.1 | i

A section taken from the entries so far, for reference:
# | SMILES | HDAC3 inh | GSK3 alpha inh | KCNK3 inh
19 | COC(=O)[C@]1(Cc2ccccc2)N[C@H](CN(C)S(=O)(=O)c2ccc(-c3ccccc3)cc2)[C@@H]2C(=O)N(Cc3ccccc3)C(=O)[C@@H]21 | -10.1 | 0.6 | i
20 | N#Cc1ccc(CN2CCN(c3ccc(S(=O)(=O)N4CCCC4)cn3)CC2)cc1 | -2.3 | 7.5 | i
21 | O=C(Cn1cnc2cc([N+](=O)[O-])ccc2c1=O)N1CCN(S(=O)(=O)c2ccccc2)CC1 | -7.9 | 0.5 | i
22 | CN(C(=O)CSc1nnnn1-c1ccc(O)cc1)C1CCCCC1 | -3.9 | -5.3 | i
23 | CCN(CC(=O)Nc1ccc(OC)cc1)C(=O)c1ccc(N2CCCC2=O)cc1 | -2.9 | -0.8 | i
24 | Cc1cc(C(=O)OCC(=O)NC2CCCCC2C)c2ccccc2n1 (configuration not stated) | u | -0.9 | i
25 | O=C(COC(=O)/C=C/c1ccc([N+](=O)[O-])cc1)NCc1cccs1 | -5.3 | -2.4 | i

(further entries)
# | SMILES | HDAC3 inh | GSK3 alpha inh | KCNK3 inh
49 | CS(=O)(=O)c1cccc(NC(=O)CSc2nnc3n2CCCCC3)c1 | 1.9 | -2.5 | i
50 | CC(=O)c1cccc(S(=O)(=O)N2CCC(C(=O)Nc3cccc(C(=O)NC4CC4)c3)CC2)c1 | 6.4 | -0.3 | i
51 | Nc1cc(=O)[nH]c(SCC(=O)NCCC2=CCCCC2)n1 | 6.4 | -2.5 | i
52 | CCn1c(=S)[nH]c2cc(S(=O)(=O)N3CCOCC3)ccc21 | 8.9 | 5.3 | i
53 | CCC(C)(C)C1CCC2(CC1)NC(=O)N(CC(=O)NCCCc1ccccc1)C2=O (configuration not stated) | 18.8 | 1.0 | i
54 | CCc1nnc(NC(=O)Cc2ccc(S(=O)(=O)N3CCCCC3)cc2)s1 | -2.6 | 2.7 | i
55 | Cc1cc(C)c(NC(=O)CN(C)C(C)C(=O)N2CCc3ccccc32)c(C)c1 (configuration not stated) | 1.4 | -2.5 | i
56 | COc1ccc2[nH]cc(CCNC(=O)c3ccco3)c2c1 | -2.9 | -0.2 | i
57 | CCOCCn1[nH]c2ccccc2c1=O | -0.1 | -1.9 | i
58 | CC1CN(C(=O)COC(=O)/C=C/c2ccc(C(F)(F)F)cc2)CC(C)O1 (configuration not stated) | -0.6 | 3.7 | i
59 | O=C(COC(=O)CNC(=O)c1ccccc1F)Nc1ccc2c(c1)OCO2 | -0.2 | -2.4 | i
60 | NC(=O)c1nn(CC(=O)Nc2ccc3c(c2)OCO3)cc1[N+](=O)[O-] | -7.1 | -0.6 | i
61 | CC(Sc1nc(N)cc(=O)[nH]1)C(=O)NNC(=O)c1cccc(Cl)c1 (configuration not stated) | 4.2 | -3.1 | i
62 | O=C(Cn1cc(C(F)(F)F)ccc1=O)Nc1ccc2c(c1)OCCO2 | 1.8 | -2.2 | i
63 | O=C(COC(=O)CC1CC2CCC1C2)Nc1ccc(Cl)c(S(=O)(=O)N2CCOCC2)c1 (configuration not stated) | -4.4 | -5.5 | i
64 | O=C(C1=COCCO1)N1CCN(S(=O)(=O)c2cccc(Br)c2)CC1 | -5.4 | -2.8 | i

The final 2 compounds of the section above open the next one:
# | SMILES | HDAC3 inh | GSK3 alpha inh | KCNK3 inh
63 | O=C(COC(=O)CC1CC2CCC1C2)Nc1ccc(Cl)c(S(=O)(=O)N2CCOCC2)c1 (configuration not stated) | -4.4 | -5.5 | i
64 | O=C(C1=COCCO1)N1CCN(S(=O)(=O)c2cccc(Br)c2)CC1 | -5.4 | -2.8 | i
65 | O=C(c1ccc2ccccc2n1)N1CCN(S(=O)(=O)c2ccc(Cl)cc2)CC1 | 7.2 | 1.4 | i
66 | CC(C)(C)c1ccc(C(=O)NCCC(=O)NNC(=O)COc2ccccc2F)cc1 | 1.1 | -1.4 | i
67 | CCCN1C(=O)C(=O)c2cc(Cl)ccc21 | -2.1 | -3.7 | i
68 | COc1cc(OC)cc(C(=O)NNC(=O)CCNS(=O)(=O)c2ccc(Br)cc2)c1 | 6.4 | -3.5 | i
69 | COc1cccc(NC(=O)CN2C(=O)NC3(CCc4ccccc43)C2=O)c1 (configuration not stated) | -3.9 | -2.2 | i
70 | C=CCN(c1ccccc1OC)S(=O)(=O)c1cccc(C(=O)OCC(=O)N2CCOCC2)c1 | 1.8 | -1.5 | i
71 | CC(C)CN(C(=O)CN(C)CC(=O)Nc1ccccc1C#N)c1c(N)n(CC(C)C)c(=O)[nH]c1=O | -0.6 | -3.8 | i
72 | Cc1nc(SC(C)C(=O)Nc2c(C)n(C)n(-c3ccccc3)c2=O)nc(C)c1C (configuration not stated) | -2.7 | 2.9 | i
73 | Cc1ccccc1-c1cc(C(=O)NCc2ccco2)n(CC2CC(c3cccnc3)=NO2)n1 (configuration not stated) | -0.7 | 6.9 | i
74 | Cc1ccc(CN(C)C(=O)c2cccc(S(=O)(=O)N3CCc4ccccc4C3)c2)o1 | -2.3 | 0.7 | i
75 | CC(=O)c1ccc(Cl)c(Cl)c1Cl | 6.8 | -3.8 | i
76 | CCC1(CC)NC(=O)N(CC(=O)N2CCN(c3ccccc3F)CC2)C1=O | -2.3 | 0.9 | i
77 | C[C@H](CO)N1C[C@H](C)[C@@H](CN(C)C(=O)Nc2ccccc2)Oc2ccc(NC(=O)CCN3CCOCC3)cc2C1=O | -2.5 | -1.4 | i
78 | CCOc1ccc(OCCNC(=O)c2oc3ccccc3c2COC)cc1 | 6.3 | -0.5 | i
79 | COc1ccc(NC(=O)COC(=O)Cn2cnc3ccccc3c2=O)c(OC)c1 | 1.7 | -0.6 | i
80 | O=S(=O)(Nc1ccc(S(=O)(=O)N2CCCC2)cc1)c1ccc(F)cc1F | 5.6 | -4.8 | i
81 | COc1ccc(-c2c(C#Cc3ccsc3)c3cc(-c4ccc(OC)nc4)ccc3n2C)cc1 | -9.0 | -0.3 | i
82 | CC1CC(=O)Nc2ccccc2N1C(=O)CSc1ncnc2sccc12 (configuration not stated) | 8.7 | 1.4 | i
83 | O=C(CN1C(=O)NC2(CCCCC2)C1=O)Nc1ccccc1N1CCCCC1 | 3.8 | -0.5 | i
84 | C/C(=N\NC(=O)c1cccc(S(=O)(=O)N2CCOCC2)c1)c1ccc(O)cc1 | 5.0 | -6.6 | i
85 | C[C@H](CO)N1C[C@H](C)[C@@H](CN(C)S(=O)(=O)c2cn(C)cn2)Oc2c(NS(=O)(=O)c3ccc(F)cc3)cccc2C1=O | 2.0 | -1.3 | i
86 | Cc1ccc2nc(N3C(=O)C(O)=C(C(=O)c4ccc(C)o4)C3c3ccc(O)cc3)sc2c1 (configuration not stated) | 7.2 | 0.1 | i
87 | CCCn1c(N)c(N(CCOC)C(=O)CSc2ccccc2)c(=O)[nH]c1=O | -3.3 | -3.3 | i
88 | COc1cccc(NC(=O)COC(=O)C2CC3CCCC(C2)C3=O)c1 (configuration not stated) | -0.1 | 2.9 | i
